High-throughput results from PubChem.
SUMO HTRF inh – inhibitors of human SUMOylation (UBC9). HTRF SUMOylation assay, SAE1/SAE2 + UBC9, in vitro. AID 2006. inhibition, % at 35 µM. P63279. 290,000 tested, 0.36% active; in the data active means inhibition above about 50%, passing the limit was not always enough; further: strong numbers were not always called active
NS3 helicase inh – HCV NS3 helicase inhibition; inhibition, % at 10.9 µM; 290,000 tested, 0.56% active; NS3 helicase DNA unwinding, Cy5 molecular beacon fluorescence;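 active means inhibition above the mean of all tested compounds plus 3 SD, set per campaign, cut at about 35% in these data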;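 further: 0% = DMSO wells and 100% = thioflavine S control wells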
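Control set: DMSO versus 110 µM thioflavine S; Material: NS3 helicase fragment of HCV; Measured by: Cy5 fluorescence at 0 and 60 min, beacon hairpin quenching; Read-out basis: percent inhibition from t60/t0 fluorescence ratio; Times: reaction time 60 min, 25 °C; Repeats: single replicate; Compound dosing: single dose, 10.9 µM nominal final, DMSO 0.8% final.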
IMP-1 inhibitor – blocks Pseudomonas aeruginosa IMP-1 metallo-beta-lactamase. purified IMP-1, nitrocefin hydrolysis, epi-absorbance fluorescence. inhibition, % at 5.6 µM. 290,000 tested, 0.45% active. AID 1556;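 active means inhibition above the mean plus 3 SD of all compounds in the same screening run, cut at about 4.5% in these data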;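 further: 0% = IMP-1 with DMSO and 100% = DMSO wells lacking enzyme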
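Test system: recombinant IMP-1 enzyme, purified / Medium: HEPES buffer pH 7.1 with ZnSO4 and Brij 35 / Doses: single dose, 5.6 µM / Times: 25 °C, 15 min preincubation, 25 min reaction / Detection: Epi-absorbance via hydrolysed-nitrocefin quenching of white-plate fluorescence, 480/530 nm, EDTA stop / Evaluation: percent inhibition from optical density relative to buffer-blank wells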
GalR3 antagonist – blocks the human galanin receptor 3 | 360,000 tested, 0.44% active | O60755 | inhibition, % at 3 µM | HEK293 GalR3-CNG cAMP membrane potential fluorescence; galR3 body fused to GalR1 C-terminus;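 active means inhibition above the screen-wide average plus 3 SD, cut at about 13% in these data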;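 further: forskolin and galanin both at EC90 stimulate the cells; cAMP rise reported by CNG channel membrane potential dye signal; 0% = forskolin plus galanin with DMSO and 100% = forskolin alone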
pCIP destab – compounds decreasing mouse p/CIP protein stability | Q05BA5 | F442A p/CIP-EGFP cells, EGFP fluorescence, 16 h | decrease of EGFP signal, % at 10 µM | 290,000 tested, 0.01% active;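 active means EGFP signal decrease of at least 30% at 10 µM or well 3 SD below plate mean, unless failing retest; inactive means the rest, including hits failing retest or dose response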; further: some compounds called inactive have numbers as strong as hits; many of its hits are not listed in these tables
Target sequence (Q05BA5 1-1403): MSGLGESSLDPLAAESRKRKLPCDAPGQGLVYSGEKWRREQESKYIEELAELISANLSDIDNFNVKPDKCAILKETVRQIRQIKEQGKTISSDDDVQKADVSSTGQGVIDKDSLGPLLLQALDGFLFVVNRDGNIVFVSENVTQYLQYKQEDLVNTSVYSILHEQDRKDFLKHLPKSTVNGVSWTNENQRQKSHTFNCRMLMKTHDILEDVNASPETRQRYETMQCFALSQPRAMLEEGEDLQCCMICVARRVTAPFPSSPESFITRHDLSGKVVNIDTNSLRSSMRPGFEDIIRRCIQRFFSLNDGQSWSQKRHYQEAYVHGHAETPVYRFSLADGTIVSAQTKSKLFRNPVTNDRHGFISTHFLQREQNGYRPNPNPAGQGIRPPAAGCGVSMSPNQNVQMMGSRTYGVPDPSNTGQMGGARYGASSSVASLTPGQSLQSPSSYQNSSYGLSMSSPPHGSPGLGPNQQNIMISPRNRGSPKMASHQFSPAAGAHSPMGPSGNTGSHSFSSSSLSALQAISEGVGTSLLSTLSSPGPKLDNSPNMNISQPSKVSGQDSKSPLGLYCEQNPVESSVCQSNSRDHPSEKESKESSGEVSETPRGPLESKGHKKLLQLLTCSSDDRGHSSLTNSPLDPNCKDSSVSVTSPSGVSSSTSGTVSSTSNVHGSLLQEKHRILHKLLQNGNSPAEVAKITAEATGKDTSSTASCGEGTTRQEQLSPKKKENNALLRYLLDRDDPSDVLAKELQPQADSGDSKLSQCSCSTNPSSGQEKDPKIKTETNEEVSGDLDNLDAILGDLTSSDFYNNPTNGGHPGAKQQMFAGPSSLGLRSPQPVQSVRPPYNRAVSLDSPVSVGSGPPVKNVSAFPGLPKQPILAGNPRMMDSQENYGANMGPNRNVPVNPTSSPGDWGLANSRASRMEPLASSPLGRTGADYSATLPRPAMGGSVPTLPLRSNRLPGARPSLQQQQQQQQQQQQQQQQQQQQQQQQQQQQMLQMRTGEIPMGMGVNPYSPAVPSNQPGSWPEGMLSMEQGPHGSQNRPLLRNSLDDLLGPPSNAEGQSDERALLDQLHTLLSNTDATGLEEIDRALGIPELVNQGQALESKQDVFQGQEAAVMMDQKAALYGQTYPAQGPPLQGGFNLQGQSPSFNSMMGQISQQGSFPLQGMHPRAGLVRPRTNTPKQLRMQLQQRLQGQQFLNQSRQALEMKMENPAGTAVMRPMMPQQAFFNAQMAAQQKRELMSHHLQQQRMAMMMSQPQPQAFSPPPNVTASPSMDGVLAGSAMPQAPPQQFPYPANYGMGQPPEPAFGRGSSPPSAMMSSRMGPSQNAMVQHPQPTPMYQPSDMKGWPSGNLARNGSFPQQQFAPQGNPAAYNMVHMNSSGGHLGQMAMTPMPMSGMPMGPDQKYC
CRFR2-BP antag – CRF-BP/CRF-R2 complex antagonism | HEK293 CRF-R2/CRF-BP, CRF-induced calcium fluorescence | inhibition, % at 11.8 µM | 350,000 tested, 0.59% active | AID 588475;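 active means inhibition of the ligand-induced calcium signal above about 50% at the single tested concentration, limit read from the data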
IDE inh – inhibits human insulin-degrading enzyme in HEK cells. P14735. FAbetaB cleavage, fluorescence polarization. inhibition, % at 5.59 µM. 320,000 tested, 0.41% active. AID 434962;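 active means percent inhibition above the average of all tested compounds plus 3 SD, set per screening campaign, cut at about 16% in these data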;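 further: IDE supplied by intact live HEK cells; FP after avidin binding of uncleaved biotin substrate so inhibition keeps polarization high; 0% = DMSO wells and 100% = 60 µM reference IDE inhibitor Ii1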
VIM-2 inhibitor – blocks Pseudomonas aeruginosa VIM-2 metallo-beta-lactamase | purified VIM-2, nitrocefin hydrolysis, epi-absorbance fluorescence | inhibition, % at 5.6 µM | 290,000 tested, 0.89% active | AID 1527;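 active means inhibition above the mean of all tested compounds plus 3 SD, cutoff set per screening run, cut at about 7.5% in these data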;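 further: red hydrolysis product quenches plate fluorescence so inhibitors raise well fluorescence; 0% = enzyme with DMSO and 100% = DMSO without enzyme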
IDE act – boosts human insulin-degrading enzyme activity in HEK cells. P14735. FAbeta-B cleavage, fluorescence polarization; 0% vehicle, 100% cell-free pure enzyme wells. 340,000 tested, 0.073% active. activation, % at 5.96 µM;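 active means activation above the mean of all tested compounds plus 3 SD, set per screening campaign, cut at about 17% in these data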
The depositor's hits bear a star; . = not tested or not shown.

SMILES	SUMO HTRF inh	NS3 helicase inh	IMP-1 inhibitor	GalR3 antagonist	pCIP destab	CRFR2-BP antag	IDE inh	VIM-2 inhibitor	IDE act
O=C(COC(=O)c1cnccn1)Nc1ccccc1-c1ccccc1	.	.	.	-6	.	2	4	.	4
N#CCCn1cnc2c(=S)nc[nH]c21	7	4	-1.8	-3	-10	5	5	-2.8	4
Cc1nc2nc(Cc3ccccc3)nn2c(C)c1Cl	0	-2	-4.4	-4	-7	17	-4	-1.4	4
N#Cc1ccc(COC(=O)c2cnc(Cl)c(Cl)c2)cc1	5	1	0.0	-5	-1	13	0	0.0	-2
COc1ccc(CC(=O)N2CCN=C2SC)cc1	12	4	-1.9	1	-5	24	0	-2.0	5
Cc1ccc(-c2ccc(/C=C(\C#N)C(=O)Nc3cc(C)nn3-c3ccccc3)o2)cc1	13	-1	1.9	.	-3	.	6	-0.6	.
CCCN(CCC)CCCNC(=O)c1ccc2c(Cl)c3c(nc2c1)CCC3	8	-13	-3.4	-10	-21	3	-4	9.6*	3
NS(=O)(=O)c1ccc(CNC(=O)C2(c3ccc(Cl)cc3)CC2)cc1	7	2	-3.1	1	2	-7	-1	1.3	6
CCc1[nH]nc(C(=O)N2CCCC(Nc3ccc(C(C)C)cc3)C2)c1C (stereo not drawn)	-6	1	-2.2	-3	-4	-24	1	0.9	5
O=C(NN=Cc1ccccc1C(=O)O)c1ccc(NS(=O)(=O)c2cccs2)cc1	.	.	.	1	.	-9	1	.	1
O=C(Nc1cccc([N+](=O)[O-])c1)Nc1ccc(Cl)cn1	-4	4	1.0	0	4	5	5	1.1	2
O=C(C1CCCN(c2ncccn2)C1)N1CCc2ccccc21 (stereo not drawn)	-2	11	-2.5	-4	4	-4	6	-1.4	3
COCCNc1nnc(SCC(=O)NC2CCCCC2)s1	.	.	.	1	.	-3	3	.	5
Cc1ccnc(NS(=O)(=O)c2ccc3c(c2)CCO3)c1	-1	-9	-3.2	-2	-5	.	1	-1.4	.
COc1ccccc1NC(=O)C1=C(C)Nc2nnnn2C1c1ccccc1OC (stereo not drawn)	13	7	-1.4	0	-2	6	3	-0.3	0
NS(=O)(=O)c1cccc(NC(=O)CSc2nnc(-c3ccccc3F)n2C2CC2)c1	10	18	-0.4	-7	6	11	5	1.6	3
CCC(SC1=N/C(=C/c2ccccc2OC)C(=O)N1c1ccccc1)C(=O)Nc1cc(C)on1 (stereo not drawn)	-13	3	-3.7	-6	-2	2	6	-3.5	-1
CCOc1cc(/C=N/Nc2nc(-c3cccc(S(=O)(=O)N4CCCC4)c3)cs2)ccc1O	8	3	-1.8	6	-16	13	-3	-6.0	6
C=CCN=C1S/C(=C\c2ccc(Cl)cc2)C(=O)N1CC=C	-4	3	-2.7	-3	-10	-3	-3	-2.2	.
O=C(N/N=C/c1ccccc1C(F)(F)F)c1ccc2nc[nH]c2c1	-5	15	0.1	-7	-7	1	1	-0.9	7

Record cards (already shown):
Record of `Cc1ccc(-c2ccc(/C=C(\C#N)C(=O)Nc3cc(C)nn3-c3ccccc3)o2)cc1` → SUMO HTRF inh = 13; NS3 helicase inh = -1; IMP-1 inhibitor = 1.9; GalR3 antagonist = .; pCIP destab = -3; CRFR2-BP antag = .; IDE inh = 6; VIM-2 inhibitor = -0.6; IDE act = .
Record of `NS(=O)(=O)c1cccc(NC(=O)CSc2nnc(-c3ccccc3F)n2C2CC2)c1` → SUMO HTRF inh = 10; NS3 helicase inh = 18; IMP-1 inhibitor = -0.4; GalR3 antagonist = -7; pCIP destab = 6; CRFR2-BP antag = 11; IDE inh = 5; VIM-2 inhibitor = 1.6; IDE act = 3

Next part
SMILES	SUMO HTRF inh	NS3 helicase inh	IMP-1 inhibitor	GalR3 antagonist	pCIP destab	CRFR2-BP antag	IDE inh	VIM-2 inhibitor	IDE act
C/C(=C\c1ccccc1)C(=O)NCc1ccco1	18	-6	0.5	-6	-12	1	0	-3.4	-2
CCCN(CC1CC1)C(=S)Nc1ccc(C(C)=O)cc1	-1	8	-2.4	-7	-2	2	-1	-0.2	2
Cc1ccccc1Cn1cccc1/C=C1/C(=N)N2C=CSC2=NC1=O	28	3	-4.4	-2	-5	55*	4	-2.9	2
O=C(Nc1cccc2[nH]ncc12)c1ccc(F)cc1	14	-11	-1.3	-1	-7	25	-2	-0.1	0
COCCN1CC(=O)N(c2cccc(C)c2C)C(c2ccc(Cl)cc2)C1=O (stereo not drawn)	9	2	0.6	-5	-1	56*	-2	-1.6	-4
COc1ccc(S(=O)(=O)N(C)CC(=O)NCc2cccnc2)cc1OC	-1	14	-1.5	-6	0	-7	1	1.4	-1
COc1cccc(NC(=S)N(CCC(C)C)C2CCN(C(C)=O)CC2)c1	6	2	-1.0	-8	-9	2	-6	-2.0	2
Cc1cc(C(F)(F)F)nn1CC(=O)N1CCCCC1C (stereo not drawn)	15	-4	0.5	1	-7	2	-4	0.7	1
O=C(CCC(=O)N(CC(=O)NC1CCCCC1)Cc1ccc(F)cc1)Nc1nccs1	4	-2	-3.4	-4	-24	-9	6	-3.6	-3
CN(CCc1ccccn1)C(=O)c1ccc(OC2CCN(CCc3ccccc3)CC2)cc1	2	-5	-4.1	-5	-24	4	4	-0.4	4
COc1cc(-c2nnc(COC(=O)c3c4c(nc5ccccc35)CCCC4)o2)cc(OC)c1OC	-22	-14	-2.5	.	-6	.	.	-6.3	.
CC(=O)NN1C(=O)c2ccccc2NC1c1ccc([N+](=O)[O-])o1 (stereo not drawn)	-6	1	-2.9	-8	-9	12	-3	-2.8	2
O=[N+]([O-])c1ccc(-n2cccn2)c(-c2nn[nH]n2)c1	6	-18	-1.4	-7	5	-2	0	-0.6	0
COc1ccc(CCNC(=O)CSc2ccc3nnc(CCNC(=O)c4ccccc4)n3n2)cc1OC	3	-13	-0.6	-1	-4	-2	-2	-1.0	5
CCOc1ccc(OCC)c(NC(=O)C2CCN(S(=O)(=O)c3cccc4nonc34)CC2)c1	12	-6	-3.2	-1	-9	11	-3	-3.9	7
CCOC(=O)N/N=C/c1cccnc1	20	7	0.0	-5	2	-11	-6	1.9	5
CCOc1ccccc1N1CCN(C(=O)CC(C)C)CC1	-6	4	-3.0	-2	-1	-2	-4	-3.8	5
CN(C)C(=O)CSc1nnc(-c2ccncc2)n1Cc1ccco1	12	-4	-3.4	-5	-8	6	1	-1.6	4
CCc1cccc(NC(=O)Cn2c(=O)oc3cc(S(=O)(=O)N4CCOCC4)ccc32)c1	-2	2	-3.1	3	-22	34	0	-5.0	0
CCn1c(SCC(=O)c2c[nH]c3ccccc23)nnc1-c1cccs1	-5	-16	-5.5	2	-14	-53	4	3.5	-3
COc1ccc(Cc2nnc(Nc3ccc(C)cc3)o2)cc1OC	-6	-4	-4.3	3	6	1	1	-2.4	4
O=C(Cn1c(NCCCO)nc2ccccc21)c1ccc([N+](=O)[O-])cc1	5	4	-3.0	-11	-2	4	-1	-1.7	-4
O=C(c1cscn1)N1CCCC(N2CCN(c3ccc(F)cc3)CC2)C1 (stereo not drawn)	10	6	-1.6	0	5	-1	-2	-1.6	-1
Cc1cc(C)c(NC(=O)Cn2c(=O)n(-c3ccc(CC(=O)NCC4CCCO4)cc3)c(=O)c3ccccc32)c(C)c1 (stereo not drawn)	10	-4	-3.1	-5	1	7	10	1.2	4
CC(C)COc1ccc(-c2nnc(-c3ccco3)o2)cc1	-17	16	-0.4	-3	-6	-7	4	0.0	6
CCC(C)NCCCCOc1ccc(Br)cc1 (stereo not drawn)	-8	-10	-2.6	-5	-3	-3	-1	-2.9	0
CC1CC(C)(C)NC(=S)N1CC(=O)N(C)Cc1ccccc1 (stereo not drawn)	10	9	-1.3	-9	3	-5	9	-3.0	2
CCN(CC(=O)Nc1cccc(OC)c1)C(=O)C1CCN(C(=O)Nc2ccccc2)CC1	7	0	-3.3	-1	3	9	2	-0.3	-1
Cc1ccc(NC(=O)CN(C)C(=O)COC(=O)/C=C/c2cccs2)cc1	.	.	.	-5	.	-19	-1	.	0
Cc1ccc2[nH]c(=O)c(-c3nc4cc(C)ccn4c3NCc3ccco3)cc2c1	36	-14	-3.4	.	4	-16	5	-2.3	1
Cc1cccc(OCC(=O)Nc2ccc(N3CCN(C(=O)c4ccco4)CC3)cc2)c1	15	-1	-2.5	8	-17	6	0	-5.7	8
COc1cccc(/C=C/C(=O)Nc2ccc(OC)nc2)c1	-13	-6	-2.9	0	8	-3	12	-3.0	-1
COc1ccc(C2C(C(=O)c3sc(C)nc3C)=C(O)C(=O)N2CCN(C)C)cc1OC (stereo not drawn)	5	-3	-1.1	-5	-8	0	1	-1.5	0
O=C(CCCCCN1C(=O)c2ccccc2C1=O)NC1CCCC1	22	-19	-1.6	0	-3	-1	2	-2.0	-3
Cc1ccc(NC(=O)CN(C)C(=O)Cc2ccc(Cl)cc2Cl)cc1	5	1	-1.4	4	-9	3	-3	-2.3	6
COc1ccc(NC(=O)c2nnn(Cc3cccc(F)c3)c2N)c(OC)c1	18	-9	-1.6	3	-18	-6	2	-0.4	0
CC1CC(=O)Nc2ccccc2S1(=O)=O (stereo not drawn)	21	-1	-3.4	12	-18	-1	-3	-6.5	5
COC(=O)c1cc(S(=O)(=O)NCc2ccccc2)cn1C	-1	6	-4.4	3	-12	13	3	-1.3	6
COc1ccc(C)cc1-n1nc2ccccc2n1	12	-5	-2.0	3	-5	5	-1	-0.6	-1
COCCN(CCOC)Cc1cc(=O)oc2cc3c(cc12)CCC3	18	20	-0.5	-2	-6	3	1	-1.1	-3
COc1ccc(Cl)cc1C(=O)N(Cc1nc(-c2cccc(C)c2)no1)C(C)C	-12	4	-5.1	-2	-15	26	0	-3.8	7
CCOc1ccccc1C1C(C(=O)Nc2ccc(OC)cc2)=C(C)Nc2nc(CCCO)nn21 (stereo not drawn)	13	4	-2.6	0	-3	3	6	-2.1	1
O=C(Nc1cc(C(F)(F)F)ccc1Cl)C1CCN(c2nnc(-n3cccc3)s2)CC1	23	-3	-1.7	-4	-7	15	.	-0.5	-1
Cc1ccc(S(=O)(=O)N(C)C)cc1NC(=S)N(CCC#N)Cc1cccnc1	-14	6	-2.3	-2	17	-13	-3	-0.4	1
CN(C)CCNC(=O)Nc1cccc(Cl)c1Cl	15	-12	-3.2	-1	-9	4	1	-2.6	7
CC1CC(C)CN(CCCNC(=O)c2ccc3c(SCC(=O)O)c4c(nc3c2)CCC4)C1 (stereo not drawn)	5	-19	1.0	-6	-7	5	3	6.6	3
CCN(CCn1cccn1)C(=O)c1cc(COc2ccc(F)cc2Cl)on1	7	7	0.9	-3	1	-6	2	1.5	-3
CN(C)c1ccc(CN(C(=O)C2COc3ccccc3O2)C2CCS(=O)(=O)C2)cc1 (stereo not drawn)	-9	1	-3.9	-4	-24	5	3	-2.5	1
CCCC(=O)NC(C)c1nc2ccccc2n1C (stereo not drawn)	5	-4	-3.1	0	3	-6	1	0.1	-4

Compounds as they come; any-hit rate near 3.2%.
